Source: PubChem (National Center for Advancing Translational Sciences (NCATS))
BCR signal inh: blocks chronic active B-cell receptor signaling; Potency, µM (top dose mostly 46.1 µM), inactives show at the highest dose ratio change, negative = lower green/red ratio, most hits filed as inhibitors; 340,000 compounds, 0.05% hits; ABC-DLBCL IkBa-CBG/CBR reporter, luminescence ratio, 4 h; active = well fitted inhibition curve with a large enough effect in the signal ratio, with a control signal flat, not every such curve was filed as active; inconclusive = small, poorly fitted or top-dose-only effect, or effect the other way, or a change in a side signal; the % refers to the signal ratio;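 also: potency is read from the fitted curve at half-maximal effect; plate controls were basal doxycycline-induced cells for no effect and cells given 10 µM MG132 for full effect; MG132 reads +100%, hits lower the ratio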
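TMD8 ABC-DLBCL cells carrying doxycycline-inducible green luciferase fused to IkappaBalpha plus unfused red luciferase were exposed to compounds (up to 46 uM) for 4 hrs at 37C. Activity came from the overlap-corrected green/red luminescence ratio.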
AT treatment: potential ataxia-telangiectasia treatment. […] A-T fibroblasts, KAP-1 phosphorylation AlphaLISA; neocarzinostatin DNA damage 30 min before lysis. Potency, µM (titrated, usually from 57.5 µM), inactives show at the top dose activation, most hits filed as activators. 320,000 compounds, 0.19% hits; also: potency is read from the fitted curve at half-maximal effect; % of control where 0% means no effect; nearly all actives have a fitted effect of over 45% in size
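ATM-like activity read as KAP-1 phosphorylation via AlphaLISA donor/acceptor antibody pairs after lysis and 6 hr at 25C. Cells were ATM-null patient fibroblasts ([…], hTERT), dosed 60 min, then exposed to the DSB inducer NCS for 30 min.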
Tb PFK block: T. brucei PFK enzyme inhibition; O15648; T. brucei PFK, ADP-Glo luminescence; Potency, µM (titrated, usually from 57.5 µM), inactives show at the highest dose activity, negative = inhibition, usual class: inhibitors; 330,000 compounds, 0.17% hits;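 also: potency is read from the fitted curve at half-maximal effect; 0% = uninhibited 1x PFK enzyme wells and -100% = no-enzyme wells; nearly all actives have a fitted effect of over 60% in size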
Target sequence (O15648 whole entry, looked up): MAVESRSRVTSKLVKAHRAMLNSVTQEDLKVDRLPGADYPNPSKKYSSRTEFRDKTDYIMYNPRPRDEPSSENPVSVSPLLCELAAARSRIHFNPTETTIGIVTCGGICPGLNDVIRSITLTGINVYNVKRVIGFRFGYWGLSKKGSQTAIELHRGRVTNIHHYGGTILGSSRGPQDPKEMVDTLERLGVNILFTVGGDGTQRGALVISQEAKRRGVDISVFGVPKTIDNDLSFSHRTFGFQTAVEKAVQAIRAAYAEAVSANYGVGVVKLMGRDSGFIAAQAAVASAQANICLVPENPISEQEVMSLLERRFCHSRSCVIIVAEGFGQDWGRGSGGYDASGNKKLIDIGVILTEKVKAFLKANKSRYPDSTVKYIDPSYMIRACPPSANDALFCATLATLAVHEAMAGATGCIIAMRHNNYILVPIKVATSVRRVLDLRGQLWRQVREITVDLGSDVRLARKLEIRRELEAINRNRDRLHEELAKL
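ADP-Glo luminescence quantified ADP after 45 min at room temperature, with 1.25 nM T. brucei PFK, 0.1 mM ATP and 0.5 mM fructose-6-phosphate in pH 8.0 TEA buffer. qHTS titrations up to 57 µM; curves classified by quality.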
TCR activator: activates T cell receptor signaling | primary human leukocytes, anti-CD3, IL-2 HTRF, 48 h | Potency, µM (series often up to 9.22 µM), for inactives: at the top dose activation of IL-2 secretion, hits mostly activators | 330,000 tested, under 10 active | AID 504894; also: % of control where 0% means no effect
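Primary human leukocytes receive a-CD3 beads and test compound and are incubated 48 hr. Secreted IL-2 is then assayed by HTRF, measuring 665nm acceptor emission after 320nm excitation of the europium donor.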
Mito fusion act: mitochondrial division inhibition or fusion activation; Potency, µM (highest dose often 46.1 µM), for the others: at the highest dose growth rescue (activation), actives largely listed as activators; S. cerevisiae fusion-defective mutant growth rescue, CellTiterGlo 48 h; AID 485298; 320,000 compounds, 0.23% hits;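 also: potency is read from the fitted curve at half-maximal effect; % of control where 0% means no effect; nearly all actives have a fitted effect of over 45% in size; temperature-sensitive fusion mutants such as fzo1-1 at 37 °C on non-fermentable ethanol glycerol medium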
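Read-out: ATP-based luminescence (CellTiterGlo, 10 min ambient) reporting growth of fusion-defective ts yeast after 48 hours at 37C on glycerol/ethanol YPEG medium in the presence of compound.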
ELG1 DNA repair: blocks ELG1-dependent DNA repair in HEK293T cells; HEK293T ELG1-luciferase reporter, luminescence, 16 h; DNA damage induced by 5-fluorouridine; Potency, µM (series often up to 46.1 µM), without a hit: top-dose activity change, negative = inhibition, hits mostly inhibitors; 330,000 compounds, 2.3% hits; AID 504467; also: potency is read from the fitted curve at half-maximal effect; % is scaled to controls: 0 for no effect and ±100 for the full control effect; nearly all actives have a fitted effect of over 55% in size
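Overnight (16 hr) co-exposure of 2,000 cells/well to 5-fluorouridine and compound at 37 °C preceded detection. Luciferase was quantified via ONE-Glo luminescence; loss of signal denotes inhibition.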
ASM inhibitor: human S-ASM enzyme inhibition | P17405 | placental ASM, HMU-PC fluorogenic substrate, 60 min | Potency, µM (highest dose often 57.5 µM), for the others: at the top dose activity change, negative = inhibition, most hits filed as inhibitors | 340,000 compounds, 0.006% hits | AID 504937; also: potency is read from the fitted curve at half-maximal effect
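Human placenta-derived ASM enzyme was preincubated with compound for 10 minutes at room temperature, then given fluorogenic substrate HMU-PC0 (9 uM final) for 60 minutes at 37 °C; a pH 10 stop preceded fluorescence reading at Ex 386/Em 447 nm.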
TSHR antag: antagonists of human thyroid stimulating hormone receptor; activity change, negative = inhibition, % at 11.5 µM; P16473; 330,000 compounds, 0.2% hits; TSHR-expressing cells, TSH-stimulated cAMP HTRF, 2 h; stronger effect = lower value;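 active = activity change below a set negative limit, meaning inhibition stronger than a set level, cut at about -70% in these data; inconclusive = activity change between two set negative limits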; also: % is scaled to controls: 0 for no effect and ±100 for the full control effect
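Cell-based HTRF cAMP assay; TSHR cells + compound, TSH EC80 (4nM final), 2 h, 37 deg C. Lysis with anti-cAMP cryptate and cAMP-d2, 30 min RT, read 665/620 nm.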
a7 integrin act: activators of alpha7 integrin expression for muscular dystrophy; Potency, µM (series often up to 38.3 µM), inactives show at the top dose activation, actives largely listed as activators; alpha7betagal myoblasts, beta-gal FDG fluorescence, 48 h; 350,000 compounds, 0.064% hits;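 also: potency is read from the fitted curve at half-maximal effect; 100% = response of the positive control SU9516; nearly all actives have a fitted effect of over 60% in size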
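Alpha7betagal+/- myoblasts (passage 13) were plated 16-24 hr, then exposed to compounds (1:260 dilution of DMSO stock) for 48 hours at 37C. After MPER lysis, β-galactosidase reporter activity was read as FDG fluorescence (ex 480/em 540) after 30 minutes.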
Eya2 phos inh: blocks the phosphatase activity of human Eya2; O00167; recombinant Eya2, OMFP fluorescence dephosphorylation (OMFP is methylfluorescein phosphate); Potency, µM (doses to about 76.9 µM), for the others: top-dose activity, negative = inhibition, actives largely listed as inhibitors; 330,000 compounds, 0.006% hits; also: potency is read from the fitted curve at half-maximal effect; % is scaled to controls: 0 for no effect and ±100 for the full control effect
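Eya2 (0.2 uM) preincubated 10 min at ambient with compound, then OMFP substrate added at 50 uM; 10 min reaction in 50 mM HEPES pH 7.5, 50 mM NaCl, 5 uM MgCl2, 0.05% BSA, 1 mM DTT. Fluorescence read at Ex 485/Em 525 nm.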
TSG101-PTAP inh: blocks PTAP/TSG101 interaction to inhibit HIV-1 budding; Potency, µM (highest dose often 115 µM), inactives show top-dose activity change, negative = inhibition, hits mostly inhibitors; Fluorescence polarization, FITC-PTAP peptide / Tsg101 binding; AID 493005; 340,000 tested, under 10 active; active = well fitted inhibition curve with a large enough effect in the main read-out, with a control signal flat, not every such curve was filed as active; inconclusive = small, poorly fitted or top-dose-only effect, or effect the other way, or a change in a side signal; inactive = no such curve, though single readings can be large or run the other way; also: potency is read from the fitted curve at half-maximal effect; % of control where 0% means no effect
Target sequence (Q99816 whole entry, looked up): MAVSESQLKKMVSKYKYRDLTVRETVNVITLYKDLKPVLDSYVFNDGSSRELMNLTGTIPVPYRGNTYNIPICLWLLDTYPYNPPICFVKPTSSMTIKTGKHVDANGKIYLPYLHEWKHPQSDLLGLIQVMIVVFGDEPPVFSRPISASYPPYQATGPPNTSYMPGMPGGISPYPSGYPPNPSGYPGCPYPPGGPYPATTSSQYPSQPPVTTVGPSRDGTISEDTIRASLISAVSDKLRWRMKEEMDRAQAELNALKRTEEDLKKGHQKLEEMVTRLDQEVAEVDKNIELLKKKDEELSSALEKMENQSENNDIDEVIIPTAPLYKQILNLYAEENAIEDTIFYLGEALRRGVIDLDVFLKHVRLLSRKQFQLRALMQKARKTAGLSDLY
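Steps: Tsg101 binding domain dispensed (10 uM final), compounds pinned in DMSO, FITC-labeled PTAP-motif peptide added (50 nM final); after 20 min binding at room temperature, polarization measured.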
Starred values were filed as active, the others as inactive; ? = inconclusive; / = not tested or not shown; & = joins results of further samples; [ ] = another dose, or the depositor's remark. Unless noted, calls follow the shape of the dose curve; as a rule, active = well fitted curve in the direction sought with a large enough effect; inconclusive = small, poorly fitted or top-dose-only effect, or another doubt; inactive = no such curve, though single readings can be large; an effect the other way counts as inactive or inconclusive. An unsorted share of the library, and some 3.2% of all compounds hit somewhere here.

SMILES	BCR signal inh	AT treatment	Tb PFK block	TCR activator	Mito fusion act	ELG1 DNA repair	ASM inhibitor	TSHR antag	a7 integrin act	Eya2 phos inh	TSG101-PTAP inh
CN(Cc1ccc(C(C)(C)C)cc1)C(=O)c1ccc2c(=O)n3c(nc2c1)CCC3	17%	1%	-4%	1%	6%	-24%	1%	-1	-21%	7%	-3%
CCc1nnc(NC(=O)CN2CCN(Cc3cccc(OC)c3)CC2)s1	0%	-7%	1%	1%	4%	-5%	3%	-11	7%	-6%	-5%
OCC1(CCc2ccccc2)CCN(C/C=C/c2ccccc2)CC1	2%	8%	1%	1%	1%	-6%	5%	23	-57%[inhibitor]	?	2%
COc1ccc(S(=O)(=O)N2CCC(C(=O)Nc3ccc4c(c3)OCCO4)CC2)cc1OC	2%	-1%	-5%	-7%	1%	-18%	6%	-6	2%	-38%	-5%
O=C(Nc1ccc(N2CCN(C(=O)c3cccs3)CC2)cc1)c1cccnc1Cl	-5%	2%[11.5 µM]	0%	7%	-7%	-11%	0%	-14	-47%[inhibitor]	-1%	-3%
COc1ccc(S(=O)(=O)Nc2ccc3c(c2)C(=O)N([C@@H](C)CO)C[C@H](C)[C@H](CN(C)CC2CC2)O3)cc1	-2%	3%	8%	-6%	/	5%	2%	0	28%	1%	-5%
OCCSc1ncnc2c1oc1ccccc12	?	-6%	-4%	-1%	-8%	?	-6%	11	24%	0%	-1%
CCOc1ccccc1N1CCN(C(=O)c2c(-c3ccccc3Cl)noc2C)CC1	?	/	1%	1%[46.1 µM]	24%	?	-2%	-6	-5%	-6%	2%
COC(=O)C1=C(C)N=c2s/c(=C/c3cccs3)c(=O)n2C1c1ccc(F)cc1 (stereo not given)	?	-2%	4%	-8%[46.1 µM]	-1%	?	-10%	-2	10%	-7%	-4%
Cc1ccc(N2CC(C(=O)Nc3cccc(C(=O)NC4CC4)c3)CC2=O)cc1 (stereo not given)	0%	-5%	-7%	7%	-1%	-6%	-2%	53	18%	21%	-3%
COCCn1c(SCC(=O)OC(C)C)nnc1-c1ccccc1	1%	-1%	1%	7%	1%	7%	1%	0	-11%	-4%	-4%
COc1ccccc1C(=O)Nc1nc(-c2ccc3c(c2)OCCO3)cs1	-5%	3%	3%	0%	9%	4%	-17%	-8	?	-15%	-1%
CCOc1ccc(NC(=O)NCCCn2c(C)nc3cc(C)c(C)cc32)cc1	26%	/	0%	5%	1%	?	2%	1	-20%	-1%	4%
Cc1ccc(CNC(=O)CCNC(=O)Cn2ccc3ccccc3c2=O)cc1	0%	16%	-2%	/	2%	10%	2%	-4	-2%	-6%	-3%
CCn1cc(C2=NC(C)CO2)c2ccccc21 (stereo not given)	?	1%	-7%	-25%	0%	?	1%	1	0%	5%	1%
CCOc1cc(/C=N/NC(=O)CN2CCOCC2)ccc1OCc1ccc(Cl)cc1	?	3%	2%	2%	10%	-19%	-14%	-6	-18%	-4%	-4%
COc1cccc(NC(=O)CN(C)CC(=O)c2c(C)[nH]c3ccccc23)c1	?	0%	-1%	-3%	2%	-15%	-1%	-2	-35%	0%	-11%
Cc1ccc(S(=O)(=O)N(C)C[C@@H]2Oc3ccc(NC(=O)CCC(F)(F)F)cc3CC(=O)N([C@@H](C)CO)C[C@@H]2C)cc1	?	4%	0%	-2%	/	0%	-5%	-6	19%	?	-2%
Cc1ccc([N+](=O)[O-])cc1N(CC(=O)N1CCCCC1)S(C)(=O)=O	2%	-1%	3%	5%	22%	3%	6%	-1	6%	8%	-6%
Nc1cccc(-n2nncc2-c2ccccc2)c1	-17%	5%	0%	/	0%	-5%	4%	-7	20%	18%	-3%
Cc1cccc(N2CC(C(=O)OCC(=O)c3c(N)n(CC(C)C)c(=O)n(C)c3=O)CC2=O)c1C (stereo not given)	8%	1%	-1%	-5%	-5%	-10%	-1%	-20	0%	-3%	-3%
Cc1ccc(C(=O)Nc2cccc(C(=O)NCc3ccco3)c2)cc1	?	4%	9%	12%	-3%	5%	-2%	2	-30%	-13%	-4%
CCCCCOc1ccc(N2C(=O)C(C)CNC2=S)cc1 (stereo not given)	12%	3%	2%	/	-19%	0%	/	-8	/	-10%	/
O=C(O)C(CCCCNS(=O)(=O)c1ccc(F)cc1)NS(=O)(=O)c1ccc(F)cc1 (stereo not given)	1%&-13%	3%&-2%	5%&1%	2%&7%	2%&5%	-10%&0%	-2%&-10%	5&14	-39%&5%	-3%&5%	-5%&2%
CC1(C)CC(=O)C=C(c2ccc3ccccc3c2)C1	7%	-10%	-10%	2%	4%	?	-9%	-21	20%	-10%	-1%
CCOC(=O)N1CCN(C(=O)c2ccccc2N(Cc2ccccc2)S(=O)(=O)c2ccc(OC)cc2)CC1	16µM*	5%[11.5 µM]	-3%	-2%	8%	-10%	0%	4	-36%	0%	0%
NC(=O)c1ccc(NC(=O)CN2C(=O)NC(c3ccccc3)(c3ccccc3)C2=O)cc1	1%	-3%	0%	-2%	-2%	11%	-5%	-7	-19%	-4%	-1%
CCCCCn1c(CN2CCCCC2CC)nc2c1c(=O)n(C)c(=O)n2C (stereo not given)	1%	2%	-4%	-6%	2%	?	1%	-6	-22%	-21%	-6%
CN(C)c1nc(NCc2ccccc2)nc(N/N=C/c2cccc(Br)c2)n1	?	1%	0%	-1%	-4%	?	-26%	-16	12%	6%	0%
Cc1cc2nncn2c2ccccc12	?	-1%	2%	0%	1%	?	-1%	9	13%	-5%	-8%
Cc1cc(NC(=O)c2ccc(Br)c(S(=O)(=O)N3CCCC3)c2)no1	1%	1%	0%	-2%	-1%	?	-2%	-7	-19%	-14%	0%
C=CCn1c(=NC(=O)C2COc3ccccc3O2)sc2cccc(OC)c21 (stereo not given)	1%	2%	0%	-7%	5%	-21%	-11%	-15	-37%	23%	1%
O=C(c1ccc(S(=O)(=O)N2CCCC2)cc1)N1CCN(c2ccccc2F)CC1	2%	8%	1%	-23%	4%	13%	2%	-2	17%	5%	/
O=C(c1ccc(CNS(=O)(=O)c2cccc(Cl)c2)cc1)N1CCCC1	-4%	4%	6%	-1%	0%	?	2%	8	-48%[inhibitor]	8%	0%
CSc1ncccc1C(=O)OCC(=O)C(C)(C)C	4%	2%	-1%	-1%	5%	15%	-3%	0	-15%	?	-4%
Cc1cc(=O)oc2c3c(cc(OCC(=O)Nc4ccc(CCO)cc4)c12)OC(C)(C)CC3	?	1%	-4%	-7%	8%	?	3%	0	24%	-19%	-2%
CCN(CC(=O)NCc1cccs1)CC(=O)Nc1ccccc1C	3%	-3%	0%	-7%	5%	15%	0%	14	?	-2%	-2%
CCOc1ccc(C(=O)NC(Cc2ccccc2)C(=O)OC)cc1 (stereo not given)	-1%	-11%	1%	3%	2%	?	1%	1	13%	13%	-6%
Cc1ccc(-n2c(CSc3nc(C)cc(C)n3)n[nH]c2=S)cc1	-4%	4%	-1%	/	5%	-4%	2%	0	16%	-19%	-1%
O=C(NCCCn1ccnc1)C(=O)NCC1OCCCN1S(=O)(=O)c1ccccc1 (stereo not given)	8%	1%	-1%	-2%[46.1 µM]	-2%	0%	4%	6	0%	2%	0%
CC(=O)Nc1cccc(OCCCNS(=O)(=O)c2ccc(F)cc2)c1	-13%	4%	3%	-1%	-4%	-5%	-1%	-6	1%	?	-1%
CCNS(=O)(=O)c1cc(S(C)(=O)=O)ccc1Cl	-1%	4%	-3%	-1%	-4%	7%	3%	-1	0%	11%	-5%
CC(C)(C)[C@@H]1C=C(C(=O)N2CCOCC2)O[C@H](OCc2ccc(CO)cc2)C1	-11%	0%	0%	14%	8%	9%	3%	2	1%	-3%	-5%
